Screening data: PubChem, University of Kansas High Throughput Screening Laboratory
Pf apPOL block: Pf-apPOL inhibitors, biochemical, fluorescence | inhibition, % at 10 µM | 0.25% of 210,000 active | AID 1794808, 2022 | Recombinant Pf-apPOL, molecular beacon fluorescence, 1.5 h
mHTT-CaM PPI inh: mutant huntingtin-calmodulin interaction inhibitors – biochemical, AlphaScreen, primary screen. AID 1671202, 2021. inhibition, % at 15 µM. P42858. AlphaScreen His-mHTT/GST-CaM binding, luminescence. 3.6% of 190,000 active;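 also: 0% = both proteins with DMSO and 100% = one protein alone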
An asterisk follows results filed as active; i = inactive; . = no result given; & = joins results of further samples. Rule as the data show it: active = inhibition above about 50%; inactive = the rest.

Every second line gives: Pf apPOL block	mHTT-CaM PPI inh
> COc1ccc(Br)cc1C=C1Oc2c(ccc(O)c2CN(C)C)C1=O
 : -15.9	7.5
> CC(C)(C)OC(=O)N1CC(CO)C1
 : -3.6	-3.6
> O=[N+]([O-])c1ccccc1C=Nc1ccc2nc(-c3ccccc3)[nH]c2c1
 : -10.2	32.0
> CCCC[C@H]1[C@@H]2C[C@H]([C@H]3CCCCN31)[C@H](OC(=O)Nc1cccc(C#N)c1)C2
 : -8.5	-3.0
> O=C(CSc1ccccn1)Nc1ccc2c(c1)oc1ccccc12
 : 6.3	0.0
> CSc1cccc(NC(=O)c2ccccc2)c1
 : 3.7	-7.1
> COc1ccc(CCN2C(=O)c3cccnc3C2=O)cc1OC
 : -61.1	8.0
> COc1cc(Nc2ccc(S(N)(=O)=O)cc2)c([N+](=O)[O-])nc1[N+](=O)[O-]
 : 5.8	1.0
> Cn1nccc1NC(=S)Nc1ccc(Cl)cc1
 : -7.7	.
> CCCS(=O)(=O)N1CCN=C1SCc1cccc([N+](=O)[O-])c1
 : -4.4	6.1
> Cc1cc(NS(=O)(=O)c2ccc(N=Cc3ccccc3O)cc2)no1
 : -5.6	0.0
> OCCNc1nc(-c2ccccc2)nc2ccccc12
 : -3.8	1.0
> CC(=O)Nc1ccc(OCC(O)CSc2ccccn2)cc1 (centres undefined)
 : -1.3	-3.1
> O=C(Nc1ccccc1F)N1CCN(Cc2nc3cccnc3n2-c2ccc(F)cc2)CC1
 : 6.1	3.6
> Cc1csc2nc(-c3ccccc3)cn12
 : -2.3	7.9
> Cc1ccc(C)c(CN2C(=O)NC3(CCN(C(=O)c4ccccc4)CC3)C2=O)c1
 : -3.9	13.3
> Cc1cc(C)cc(-n2c(CN3CCN(C(=O)NCCC(C)C)CC3)nc3cccnc32)c1
 : -0.5	-1.3
> COc1cc(CNC2(O)CCOC(C)(C)C2)ccc1O (centres undefined)
 : -11.8	-3.0
> Cc1ccc(N2CC(C(=O)N3CCC(C)CC3)CC2=O)cc1 (centres undefined)
 : 5.0	-6.0
> CCOc1cc(C(=O)NCc2ccco2)cc(OCC)c1OCC
 : 2.1	4.6

(list continues)
Every second line gives: Pf apPOL block	mHTT-CaM PPI inh
> Cn1c(CNC(=O)C2CN(S(=O)(=O)C3CC3)CC23CCCCC3)nc2ccccc21 (centres undefined)
 : -4.5	35.0
> O=C(c1cccs1)N1CCN(C2CCCCC2)CC1
 : -9.6	0.3
> CCOc1ccc(C2C(=O)N(C3CCCCC3)CC(=O)N2CCc2ccccc2)cc1OC (centres undefined)
 : -12.3	7.0
> O=C(CSc1nc2[nH]ncc2c(=O)n1-c1cccc(Cl)c1)NC1CCCC1
 : -10.2	7.0
> CN1CCN(Cc2ccc(NC(=O)Nc3cccs3)cc2)CC1
 : 5.2	6.4
> COc1ccccc1-n1ccn2cc(-c3ccc(F)cc3)nc2c1=O
 : -1.1	6.4
> COc1cc(S(=O)(=O)NCc2ccc3c(c2)OCO3)c(C)cc1C
 : 0.1&-3.3	-12.4&-2.2
> COc1ccc(CN2C(C(=O)NC3CCCC3)CSCCS2(=O)=O)cc1 (centres undefined)
 : -5.6	-2.3
> Cc1cccc(NC(=O)c2ccc(F)c(S(=O)(=O)N3CCC4(CC3)OCCO4)c2)c1
 : -6.6	9.0
> O=C(NC(Nc1cccc([N+](=O)[O-])c1)C(Cl)(Cl)Cl)c1cccc(Cl)c1 (centres undefined)
 : -1.1	86.0*
> CCOC(=O)N1CCC2(CC1)N=C(c1ccccc1)CC(c1cc(Cl)ccc1O)N2 (centres undefined)
 : -2.7	34.8
> O=C1C2CCCN2C(c2ccc(F)cc2)N1c1ccc(Cl)cc1 (centres undefined)
 : -4.6	7.4
> O=C(Nc1ccc2nsnc2c1)N1CCCCC1
 : -8.9	-2.1
> Cc1ccc(COCc2nn(C)c3c2CN(C(=O)c2cccc(F)c2)CC3)cc1
 : -5.0	14.7
> CCCOc1ccc(Cc2c(O)nc(N)[nH]c2=O)cc1C
 : 1.2	4.0
> OCCCc1nc2ccccc2n1CCOc1ccccc1
 : -8.6	5.0
> FC(F)(F)c1ccc(-c2nnc(-c3ccc4c(c3)OCO4)o2)cc1
 : -4.3	.
> O=C(NCCn1ncccc1=O)c1c(F)cccc1F
 : -9.1	-7.5
> COc1ccccc1C(=O)Oc1ccc2c(c1)OC(=Cc1ccncc1)C2=O
 : -7.9	38.8
> Clc1ccc(/C=N\n2cnnc2)c(Cl)c1
 : .	i

Next entries follow:
Every second line gives: Pf apPOL block	mHTT-CaM PPI inh
> CC1C(=O)C(C)C(c2ccc3c(c2)OCO3)NC1c1ccc2c(c1)OCO2 (centres undefined)
 : -5.3	2.0
> NS(=O)(=O)c1ccc(CCNC2CC(=O)N(c3cccc(Cl)c3)C2=O)cc1 (centres undefined)
 : 0.5	-0.4
> Cc1cccc(S(=O)(=O)NCCC2CCN(C(=O)c3ccc(F)cc3)CC2)c1
 : -1.1	32.5
> c1cncc(-c2n[nH]c(-c3cccnc3)n2)c1
 : -2.8	.
> CCOCCCNC(=O)C1CCN(c2ncccc2-c2nc(-c3cccc(C)c3)no2)CC1
 : -3.7	-6.4
> O=C(CSc1oc(-c2ccco2)nc1S(=O)(=O)c1ccc(Cl)cc1)c1ccccc1
 : -5.7	13.0
> Cc1ccc(C(=O)NCc2nnc3n2CCCC3)s1
 : -1.0	-4.8
> OCCn1c(-c2ccc(F)cc2)csc1=Nc1cccc(Cl)c1
 : -2.2	98.0*
> COC(=O)c1cccc(NC(=O)c2nc(C)n(C3CCN(C)CC3)c2C)c1
 : -3.7	-0.2
> Cc1ccc(C2CC(c3cccc(Cl)c3)n3nc(N)nc3N2)cc1 (centres undefined)
 : 2.1	2.2
> O=C(NCc1ccc(F)cc1)C1CC(=O)N(c2ccc3c(c2)CCN3C(=O)C2CCC2)C1 (centres undefined)
 : -0.3	3.0
> COc1ccc(-c2ccc(CN3C(C)C(=O)N(Cc4cn(CCC5OCCO5)nn4)CCS3(=O)=O)cc2)cc1OC (centres undefined)
 : -4.1	12.1
> CC(C)(C)c1ccc(/C=c2\sc3nc(-c4cccs4)nn3c2=O)cc1
 : -5.5	4.0
> CN(C)CCNC(=O)c1ccc2[nH]c3c(c2c1)CN(C(=O)C1CCC1)CC3
 : -2.3	12.8
> COc1cccc(N2CCN(c3nc(C(=O)N4CCC(C)CC4)cs3)CC2)c1
 : -1.9	34.5
> CCSc1nnc(-c2cccnc2)n1Cc1ccccc1
 : -6.8	0.2
> O=C1C(N2CCCN(S(=O)(=O)c3cccc(C(F)(F)F)c3)CC2)CCN1CC1CC1 (centres undefined)
 : 1.8	42.0
> COc1ccc(Cl)cc1NC(=O)Nc1nnc(Cc2ccc(F)cc2)o1
 : -4.2	-14.3
> O=C(Nc1ccc(Cl)cc1)C(O)(c1ccccc1)c1ccccc1
 : -15.4	-1.9
> Cc1ccc(NCc2ccncc2)cc1
 : -7.2	5.1

Overlap with the part before: five entries; new compounds follow.
Every second line gives: Pf apPOL block	mHTT-CaM PPI inh
> CCSc1nnc(-c2cccnc2)n1Cc1ccccc1
 : -6.8	0.2
> O=C1C(N2CCCN(S(=O)(=O)c3cccc(C(F)(F)F)c3)CC2)CCN1CC1CC1 (centres undefined)
 : 1.8	42.0
> COc1ccc(Cl)cc1NC(=O)Nc1nnc(Cc2ccc(F)cc2)o1
 : -4.2	-14.3
> O=C(Nc1ccc(Cl)cc1)C(O)(c1ccccc1)c1ccccc1
 : -15.4	-1.9
> Cc1ccc(NCc2ccncc2)cc1
 : -7.2	5.1
> CCOc1cccc2cc(C(=O)Nc3nccs3)c(=Nc3ccc(Br)cc3)oc12
 : -2.7	1.0
> COc1ccc(/C(C#N)=C/c2cc3c(cc2[N+](=O)[O-])OCO3)cc1OC
 : 4.1	0.8
> COc1cc(CNC(=O)c2cc(-c3ccc(F)cc3)c[nH]2)cc(OC)c1OC
 : -9.0	22.3
> CCc1ccccc1NC(=O)c1cccc(Cl)c1Cl
 : -7.8	-4.9
> CCCn1c(=N)c(C(=O)NCc2ccccc2)cc2c(=O)n3cccc(C)c3nc21
 : 3.4	1.0
> O=C(O)Cn1cnc2sc3c(c2c1=O)CCC3
 : .	-0.5
> Cc1nnc(SCCc2ccccc2)[nH]c1=O
 : 7.3	3.4
> CCOc1ccc2nc(C)cc(Nc3ccc(N4CCOCC4)cc3)c2c1
 : -3.4	24.7
> COc1cc(C(CCN2CCCCC2)c2c(OC)cc(OC)c3c(-c4ccccc4)cc(=O)oc23)cc(OC)c1OC (centres undefined)
 : -15.7	66.8*
> Cc1noc(C)c1C1CCCN1Cc1ccc(Br)cc1 (centres undefined)
 : 9.0	-41.2
> Cc1cc(OCC(=O)Nc2ccc(C)c(C)c2)nc(N2CCCC2)n1
 : -2.5	9.7
> Cc1ccc(-n2nc3c(c2NC(=O)c2ccco2)CS(=O)(=O)C3)cc1
 : -4.2	-3.0
> O=C(CN1C(=O)/C(=C/c2ccc(C(F)(F)F)cc2)Sc2ccccc21)N1CCCCC1
 : -4.4	1.0
> O=C1CSC(=Nc2ccn(C34CC5CC(CC(C5)C3)C4)n2)N1CC1CCCO1 (centres undefined)
 : .	4.7
> COc1cccc(C2=CC(c3ccc(OC)c(OC)c3)n3nnnc3N2)c1 (centres undefined)
 : -5.1	22.0
> CCc1nnc(NC(=O)c2sc3ccccc3c2Cl)s1
 : -0.7	1.9
> COc1cccc(C(=O)Nc2ccc3oc(-c4ccc(F)cc4)nc3c2)c1
 : 42.7	1.2
> CC1CC(N2CNC(=S)NC2)CC(C)(C)C1 (centres undefined)
 : -1.2	.
> Cc1ccc(Cn2cc(CN3CC(N4CCN(Cc5ccccc5F)CC4)CS3(=O)=O)nn2)cc1 (centres undefined)
 : -4.0	6.7
> CC(C)C(=O)N(C)CC(=O)N1N=C(c2cccs2)CC1c1ccccc1F (centres undefined)
 : -4.0	10.9

Next section, overlapping the part above by 3 compounds.
Every second line gives: Pf apPOL block	mHTT-CaM PPI inh
> CC1CC(N2CNC(=S)NC2)CC(C)(C)C1 (centres undefined)
 : -1.2	.
> Cc1ccc(Cn2cc(CN3CC(N4CCN(Cc5ccccc5F)CC4)CS3(=O)=O)nn2)cc1 (centres undefined)
 : -4.0	6.7
> CC(C)C(=O)N(C)CC(=O)N1N=C(c2cccs2)CC1c1ccccc1F (centres undefined)
 : -4.0	10.9
> Cn1c(=O)cc2c3c(c(N4CCOCC4)ccc31)C(=O)c1ccccc1-2
 : -4.7	20.0
> O=C(C1COc2ccccc2O1)N1CCc2nc3cc[nH]n3c(=O)c2C1 (centres undefined)
 : 1.2	12.4
> CCOc1cc(/C=C2\C(=O)NN(c3cccc(Br)c3)C2=O)cc(Cl)c1OCC
 : -4.0	98.0*
> CC(=O)Oc1ccc2c(c1)OC(=CC1=Cc3ccccc3OC1C)C2=O (centres undefined)
 : -9.3	8.9
> CC1(C)CC(=O)C2=C(C1)OC1=C(C(=O)CC(C)(C)C1)C2c1ccc(O)cc1
 : 5.0	1.5
> CNC(=O)c1ccccc1N(Cc1ccccc1)S(=O)(=O)c1ccccc1
 : -6.4	-11.3
> CCC(=O)N1CCN(c2cc(Oc3ccc(F)cc3C)ncn2)CC1
 : -1.7	4.6
> O=C(NC1CCCCC1)C1CCC(CNS(=O)(=O)c2ccc(Br)s2)CC1 (centres undefined)
 : 0.6	-3.0
> COC(=O)[C@H](C(C)C)N(CCc1cn(Cc2ccccc2)nn1)S(=O)(=O)c1ccccc1Br
 : -4.6	2.2
> CCCCOc1ccc(NC(=O)c2sc3nc(N)c(C#N)cc3c2N)cc1
 : 2.9	39.0
> C/C=C/c1ccc(OCCCOc2c(OC)cccc2OC)c(OC)c1
 : -8.0	-11.4
> Cc1c(C(=O)NC2CC(C)(C)NC(C)(C)C2)cccc1[N+](=O)[O-]
 : -11.8	-2.6
> CCN(CCN(C)C)Cc1ccc([N+](=O)[O-])cc1
 : 1.4	-2.5
> COc1ccc2oc(=Nc3ccccc3C(N)=O)c(C(N)=O)cc2c1
 : -2.1	5.0
> CC1(C)Cc2nc3sc4c(c3cc2CO1)N=CN1CCCN=C41
 : 1.9	3.0
> O=C(Nc1cc(-c2cccs2)nn1CCO)c1ccccc1Cl
 : -7.7	-6.9
> Cc1cc(C)cc(C(=O)N2CCc3c(c(-c4nc(-c5cccc(F)c5)no4)nn3C)C2)c1
 : -1.0	4.2
> CC(=O)c1ccc(NC(=O)OCCN2CCN(Cc3ccccc3)CCC2=O)cc1
 : -6.1	1.6
> CCCc1c(C)c2c(OCC)cc(OCC)cc2oc1=O
 : -5.1	-12.0
> COC(=O)CSC(=O)NC=Cc1ccsc1
 : 11.4	.

Additional structures follow:
Every second line gives: Pf apPOL block	mHTT-CaM PPI inh
> O=C1CC(Nc2ccc(I)cc2)C(=O)N1c1ccccc1 (centres undefined)
 : -1.1	-6.7
> COc1ccc(-c2ccc3c(c2)c(Sc2ccccc2)c(-c2ccccc2)n3C)cc1
 : -4.6	-10.7
> CCc1c(C2CCN(C(=O)c3ccoc3)CC2)noc1N
 : -5.9	-1.0
> Cc1cc(C)c(NC(=O)c2c(C)cc(C)cc2C)c(C)c1
 : -2.5	-1.3
> O=[N+]([O-])c1cccc(C2Oc3ccccc3C3CC(c4ccco4)=NN32)c1 (centres undefined)
 : -2.6	43.0
> O=C(NC(Nc1ccc(Br)cc1)C(=O)c1ccccc1)c1ccccc1 (centres undefined)
 : -2.0	9.0
> Cc1noc(C)c1S(=O)(=O)N1CCC(CC(=O)NCc2cccnc2)CC1
 : 3.3	-13.8
> Cc1ccc(-n2nc3c(c2NC(=O)COc2ccc(Cl)cc2)CS(=O)(=O)C3)c(C)c1
 : -4.5	9.0
> CC(C)C(=O)Oc1ccc2c(c1)OC(=Cc1ccc(F)cc1)C2=O
 : 0.2	-4.6
> O=C(Cc1ccccc1F)N1CCN(c2nc(CN3CCOCC3)cs2)CC1
 : -1.6	9.2
> Cc1cccc(-c2nc(COc3ccc(F)cc3)no2)c1
 : -4.5	-31.0
> CCCCNC(=O)C1CCN(c2ncccc2-c2nc(-c3cccc(Cl)c3)no2)CC1
 : -3.7	-10.8
> COc1cccc(C2=CC(c3cc(Br)ccc3F)n3nnnc3N2)c1 (centres undefined)
 : 2.9	-1.0

This is a subset; count on the stated rates, not on these rows.
